Screens: PubChem BioAssay, NCI
Growth percent in the NCI-60 one-dose screen (48 h, 10 µM unless noted): 100 = growth as untreated, 0 = no growth, -100 = all killed.
SK-MEL-28: SK-MEL-28 melanoma | 4.1% of 81,000 active
UACC-257: UACC-257 melanoma; AID 1794764; 4.4% of 78,000 active
T-47D: T-47D breast cancer; 5% of 79,000 active; AID 1794792
LOX IMVI: LOX IMVI melanoma. AID 1794757. 7.4% of 79,000 active
MALME-3M: MALME-3M melanoma | 5.8% of 78,000 active
SK-MEL-2: SK-MEL-2 melanoma; AID 1794763; 4.7% of 77,000 active
HS 578T: HS 578T breast cancer; 4.1% of 78,000 active; AID 1794788
SK-MEL-5: SK-MEL-5 melanoma; 6.4% of 80,000 active; AID 1794755
Numbers without * were called inactive; / = not tested or not shown; & = joins results of further samples; [ ] = dose if it differs, or a comment. How the source made its calls: active means growth percent below 10; inactive means the rest. These rows are one share of the data; count on the stated rates, not on these rows.

SMILES	SK-MEL-28	UACC-257	T-47D	LOX IMVI	MALME-3M	SK-MEL-2	HS 578T	SK-MEL-5
O=S1(=O)CCCCO1	104	110	100	98	105	118	/	104
Oc1ccc(Cl)cc1Cc1ccccc1	115	101	98	97	117	91	95	110
CCCc1cc(O)c2c3c(c(=O)oc2c1)CN(C)CC3	56	68	26	31	-1.2*	98	46	42
CC(Cc1ccccc1)NCC(=O)c1ccc(O)c(O)c1 (configuration not stated)	114	102	94	97	101	108	113	101
CC(C)[C@@]12CC[C@@H]3[C@@]4(C)CCC[C@@](C)(C(=O)N5CCN(C)CC5)[C@@H]4C[C@H]4O[C@@]34[C@@H](OO1)O2	98	95	79	89	94	93	81	84
O=C(N/N=C\c1ccc(N(CCCl)CCCl)cc1)c1ccccn1	110	94	86	75	97	128	101	96
O=P(Oc1ccccc1)(Oc1ccccc1)Oc1ccccc1-c1ccccc1	101	106	84	84	130	80	98	96
Oc1ccc(Cc2ccc(O)cc2)cc1	104	94	110	/	97	/	116	/
O=C1CC(=O)N(Cc2ccccc2)C(=O)N1Cc1ccccc1	104	103	/	99	/	107	111	113
O=C(CC1(O)C(=O)N(Cc2ccccc2)c2ccc(Br)cc21)c1ccc(C(=O)NCC2CCC3(CC2)OOC2(CCCCC2)OO3)cc1 (configuration not stated)	77	57	-29*	-80*	-68*	34	23	/
CC12C=CC(=O)C=C1CC(O)C1C2CCC2(C)C1CCC2(C)O (configuration not stated)	109	134	125	110	104	114	108	106
O=C(N/N=C\c1ccc(N(CCCl)CCCl)cc1Cl)c1cccnc1	98	-11*	/	87	116	27	119	73
CCOC(=O)C1C2c3ccccc3C(c3ccccc32)C1C(=O)OCC (configuration not stated)	109&104	94&102	88&95	91&98	91&95	85&121	103	99&99
Cn1cnc([N+](=O)[O-])c1[Se]c1nc(N)nc2nc[nH]c12	111	100	82	11	92	107	/	106
C[C@H](Oc1cc(Cl)c(Cl)cc1Cl)C(=O)O	105	95	/	97	125	110	93	100
CC12CCC3C(C=CC4=C(N)C(=O)CCC43C)C1CCC2=O (configuration not stated)	103	87	74	61	71	74	113	70
CC(=O)OC1CCC2C3CCC4=C/C(=N/OC(=O)c5ccc(N(CCCl)CCCl)cc5)CCC4(C)C3CC(C)C12 (configuration not stated)	108	105	44	16	76	104	26	67
CC(C)(C)C1(CCO)C(=O)NC(=S)NC1=O	124	116	101	94	/	113	112	106
Cc1ccc(C(=O)C2C(c3ccccc3)N2C2CCCCC2)cc1 (configuration not stated)	102&105	99&90	90&88	98&100	98&98	98&101	97&102	99&88
CCOC(=O)C(Cc1ccc(N(CCCl)CCCl)cc1)NC(=O)C(CC(C)C)NC(C)=O (configuration not stated)	6.2*	24	23	-16*	-33*	-2.1*	108	61
C=CCCCCCCCCC(=O)[O-].C=CCCCCCCCCC(=O)[O-].[Zn+2]	104	99	112	90	108	111	105	113
Nc1cc(Cl)ccc1O	99&121	80&82	90&104	82&88	103&112	93&105	110&105	77&94
C#Cc1cccc(NC(=O)Nc2ccc(NS(=O)(=O)F)cc2)c1	107[8.25 µM]	100[8.25 µM]	96[8.25 µM]	100[8.25 µM]	94[8.25 µM]	104[8.25 µM]	106[8.25 µM]	97[8.25 µM]
ClC1C(Cl)C(Cl)C(Cl)C(Cl)C1Cl (configuration not stated)	109&109	112&98	92&114	103&97	90&100	89&90	104	110
C[N+](C)(C)Cc1ccc(Cl)cc1	102	96	96	102	95	101	101	96

Looked up by structure from the entries so far, two records:
SMILES	SK-MEL-28	UACC-257	T-47D	LOX IMVI	MALME-3M	SK-MEL-2	HS 578T	SK-MEL-5
CCOC(=O)C1C2c3ccccc3C(c3ccccc32)C1C(=O)OCC (configuration not stated)	109&104	94&102	88&95	91&98	91&95	85&121	103	99&99
O=C(N/N=C\c1ccc(N(CCCl)CCCl)cc1)c1ccccn1	110	94	86	75	97	128	101	96

6 compounds from above, reduced to UACC-257.
| molecule | UACC-257 |
| --- | --- |
| CC(=O)OC1CCC2C3CCC4=C/C(=N/OC(=O)c5ccc(N(CCCl)CCCl)cc5)CCC4(C)C3CC(C)C12 (configuration not stated) | 105 |
| CC(C)(C)C1(CCO)C(=O)NC(=S)NC1=O | 116 |
| Cc1ccc(C(=O)C2C(c3ccccc3)N2C2CCCCC2)cc1 (configuration not stated) | 99&90 |
| CCOC(=O)C(Cc1ccc(N(CCCl)CCCl)cc1)NC(=O)C(CC(C)C)NC(C)=O (configuration not stated) | 24 |
| C=CCCCCCCCCC(=O)[O-].C=CCCCCCCCCC(=O)[O-].[Zn+2] | 99 |
| Nc1cc(Cl)ccc1O | 80&82 |

The list goes on.
SMILES	SK-MEL-28	UACC-257	T-47D	LOX IMVI	MALME-3M	SK-MEL-2	HS 578T	SK-MEL-5
CCC1CN1P(=O)(C(C)CC)N1CC1CC (configuration not stated)	106	102	76	92	113	106	115	102
CCCCOC1OCN(C2CCCCC2)CC1(C)C (configuration not stated)	109	113	92	97	101	121	107	102
COC(=O)[C@@H](C)C[C@H](Cc1ccccc1)NC(=O)c1csc([C@@H](C[C@H](C(C)C)N(C)C(=O)[C@@H](NC(=O)[C@H]2CCCCN2C)C2CCCCC2)OC(C)=O)n1	38	48	39	13	57	11	-6.6*	-56*
Nc1c(Cl)cc([N+](=O)[O-])cc1Cl	113	88	84	93	126	103	111	103
CC12CCC=CC1CCC1C2CCC2(C)C(c3ccc(=O)oc3)CCC12O (configuration not stated)	-31*	-70*	-14*	-84*	-48*	-34*	-15*	-57*
C=CCC1(CC=C)C(=O)N(C)C(=O)N(c2ccccc2)C1=O	107	110	106	100	102	105	102	104
O=C(NC1=NN(Cc2ccccc2)C(=O)C1)c1ccc(S(=O)(=O)F)cc1	98	102	98	/	107	/	115	103
C#CC(C)(O)CC (configuration not stated)	101	102	/	101	112	103	88	99
C[C@]12CC[C@H](Cl)CC1=CC[C@@H]1[C@@H]2CC[C@]2(C)C(=O)CC[C@@H]12	101	118	103	103	104	119	100	98
CC(C)C[C@H](NC(=O)CNC(=O)C[C@H]1O[C@@H]2OC3(C)CC[C@H]4[C@H](C)CC[C@@H]([C@H]1C)[C@@]24OO3)B(O)O	-39*	-57*	-33*	-86*	-57*	-57*	7.9*	-90*
N/C(=N\O)c1cccnc1	111	90	99	98	94	87	109	96
CCN1CC2(COC)C(O)CC(OC)C34C5CC6(O)C(O)C5C(O)(C(O)C6OC)C(C(OC)C23)C14 (configuration not stated)	112	106	108	99	105	114	/	101
CCN(CC)CCC#N	117	93	115	93	109	110	109	103
C[C@]12CC[C@H]3[C@@H](CC[C@@H]4C[C@@H](O[C@@H]5O[C@H](CO)[C@@H](O)[C@H](O)[C@H]5O)CC[C@@]43C=O)[C@@]1(O)CC[C@@H]2c1ccc(=O)oc1	106	95	75	99	106	84	94	99
O=NNc1cccnc1	107	114	86	86	94	114	98	107
CCn1cc(C(=O)C2C(C)(C)C2(C)C)c2ccccc21	101	108	96	95	88	99	102	94
COC(=O)NP(=S)(c1ccccc1)c1ccccc1	107	92	84	97	101	97	103	99
C[C@]12CCc3sc(-c4ccccn4)nc3C1=CC[C@@H]1[C@@H]2CC[C@]2(C)C(=O)CC[C@@H]12	101	114	110	108	113	126	102	100
O=S(=O)(CCl)C(Cl)(Cl)Cl	101	106	103	106	/	/	111	102
CO[C@H]1c2c([nH]c3c4c(ccc23)OC(C)(C)C=C4)C(C)(C)[C@H]2C[C@]34CCCN3C(=O)[C@@]21NC4=O	105	106	115	93	98	100	99	96
C=CC[Se]C(=O)CCc1ccccc1	98	97	103	103	86	107	79	101
COc1ccc2c(c1)Oc1nc(N)c(C#N)c(N)c1C2c1cc(OC)c(OC)c(OC)c1 (configuration not stated)	109	96	104	105	/	111	123	96
COc1ccc(OC(=O)N(C)C)cc1	110	92	95	98	97	103	97	104
CCOC(=O)CCOc1cccc(N(CCCl)CCCl)c1	106	100	106	89	111	118	101	92
O=c1[nH]c2cc(Cl)ccc2n1C1CCN(CCCC(c2ccc(F)cc2)c2ccc(F)cc2)CC1	-91*	-81*	41	-92*	-1.2*	17	-81*	-81*
(list continues)
SMILES	SK-MEL-28	UACC-257	T-47D	LOX IMVI	MALME-3M	SK-MEL-2	HS 578T	SK-MEL-5
COCCOP(=O)(N1CC1)N1CC1	101	97	95	87	100	102	106	102
CN1C(=O)CN=C(c2ccccc2)c2sccc21	106	106	90	99	92	101	97	/
C#CCSc1nc2ccccc2c(=O)n1-c1ccc(OC)cc1	99	117	100	97	122	99	105	95
CCC(C)C1(CC)C(=O)NC(=O)N(C)C1=O (configuration not stated)	108	/	98	96	101	106	113	109
CCCC1CCCCC12C(=O)NC(=O)NC2=O (configuration not stated)	114&103	94&103	88&93	97&97	112&86	100&105	106&92	103&96
O=[N+]([O-])c1cc([N+](=O)[O-])c(Cl)c(Cl)c1Cl	66	20	-28*	-63*	-48*	-24*	/	/
N#CC1=C(N)Oc2c(ccc3ccccc23)C1c1ccco1 (configuration not stated)	116	102	96	97	101	97	100	92
CC(=O)OCC1O[C@@H]([S-])C(OC(C)=O)[C@H](OC(C)=O)[C@@H]1OC(C)=O.[Au+].c1ccc(CN2[CH-]N(Cc3ccccc3)C(c3ccccc3)=C2c2ccccc2)cc1	-57*	66	-37*	-66*	-30*	/	43	49
CN(CCC#N)c1ccc(C=C(C#N)C#N)cc1	108	84	110	78	92	107	118	88
CCCCCCCOC(C(=O)OCCN(CC)CC)(c1ccccc1)c1ccccc1	96	/	86	92	100	103	95	78
CNCC(O)c1ccc(O)cc1 (configuration not stated)	93&104	101	91&85	88&99	83&91	90&112	99&108	99&102
c1c[se]c(-c2nc3ccccc3[nH]2)c1	113	118	87	93	114	103	/	109
[Au+].[N-]=C=O.c1ccc(CN2[CH-]N(Cc3ccccc3)C(c3ccccc3)=C2c2ccccc2)cc1	93	100	52	95	70	84	84	97
C=CCNC(Cc1ccccc1)c1ccccc1 (configuration not stated)	102	113	84	92	102	96	103	104
CC(C)=CC(=O)CC(C)(C)N1CC1	118	101	110	102	97	134	108	104
CCC(=O)c1ccc(OC)cc1	91	96	99	101	101	107	98	98
O=C(CBr)Nc1ccc(Cl)cc1	102	100	68	-57*	30	103	115	78
COC(=O)c1cc([N+](=O)[O-])cc([N+](=O)[O-])c1	113	95	98	93	97	110	115	99
C=CCN=C([Se])NC(=O)c1ccc2c(c1)OCO2	111	102	97	104	110	143	99	91
CCOC(=O)[C@@H](C)C[C@H](Cc1ccccc1)NC(=O)c1csc([C@@H](C[C@H](C(C)C)N(C)C(=O)[C@H](CC)NC(=O)[C@H]2CCCCN2C)OC(C)=O)n1	62	39	53	9.4*	72	27	9.1*	-53*
COc1ccc(/C(C)=C(\c2ccc(OCCN3CCOCC3)cc2)c2ccc(OC(=O)Cc3ccccc3)cc2)cc1	108	109	65	103	104	96	110	106
CCCC(C)COC(=O)Cc1ccccc1 (configuration not stated)	111	99	101	94	99	/	110	106
CNC(Cc1ccc(OC)cc1)c1ccc(OC)cc1 (configuration not stated)	97	115	103	90	72	112	86	100
CCN(CC)c1ccc(C=C2C(=O)NC(=S)NC2=O)cc1	103	91	78	80	123	98	89	93
C[N+](C)(C)CC(=O)O	116&112	102&108	106&94	102&95	99	113&113	107&102	103&108
Continued:
SMILES	SK-MEL-28	UACC-257	T-47D	LOX IMVI	MALME-3M	SK-MEL-2	HS 578T	SK-MEL-5
CCOC(=O)Cc1ccccc1	112	115	109	96	120	/	106	112
CCCCS(=O)(=O)Cl	107	110	100	100	108	106	102	98
O=C(CCl)c1ccccc1	104	92	113	61	124	140	101	103
CCCCn1c(=O)c(C(=O)NCc2ccccc2Cl)c(O)c2ccccc21	103	81	86	55	98	94	101	73
CC1=CC(=Nc2ccc(N(CCCl)CCCl)cc2)C=C(C)C1=O	26	19	-18*	17	8.4*	-8.5*	27	23
COc1ccc(C(=O)N2CCCC2=O)cc1	109	102	100	95	100	111	104	94
N#CC1(C#N)C(c2ccc(N(CCCl)CCCl)cc2)OC23CCCCC2C1(C#N)C(=N)O3 (configuration not stated)	111	88	66	69	97	122	101	83
O=C(C(=O)N1CCOCC1)c1cn(Cc2ccc(Cn3cc(C(=O)C(=O)N4CCOCC4)c4ccccc43)cc2)c2ccccc12	92	87	92	87	96	90	84	/
CCOP(=O)(OCC)/C(C#N)=C/c1ccc(Cl)cc1	102	108	116	98	100	118	97	94
CN(C)P(=O)(OCCOc1ccc(Cl)cc1Cl)N(C)C	108	108	96	100	104	95	114	98
CNC(Cc1ccc(OC)cc1)c1ccccc1 (configuration not stated)	102	98	98	94	100	107	93	98
Nc1c([N+](=O)[O-])cccc1[N+](=O)[O-]	107	108	100	106	/	103	102	109
ClC(OCC(Cl)(Cl)Cl)C(Cl)(Cl)Cl (configuration not stated)	104	93	112	102	119	103	108	103
CC1(C)C=Cc2c(ccc3c2[N+]([O-])=C2C3=C[C@@]34NC(=O)[C@]5(CCCN5C3=O)C[C@@H]4C2(C)C)O1	71	69	53	28	83	70	91	19
CCCCCn1c(C(=O)c2cccc3ccccc23)nc2ccccc21	104	101	88	96	115	99	98	94
Cc1ccc(S(=O)(=O)F)c(Cl)c1	106	96	94	101	113	99	106	99
N#CC1(c2ccccc2)CCCC1	111	82	107	101	118	86	105	105
CC1COC(=O)C1 (configuration not stated)	103	104	95	100	98	99	99	100
O=C(CCN1CC2CCC(CC2)C1)c1ccco1	108	106	103	101	99	103	/	108
O=C(Cc1ccccc1)NC(O)C(Cl)(Cl)Cl (configuration not stated)	110	103	110	101	115	105	124	105
O=S(=O)(F)c1ccc2nc(-c3cccc(Sc4ccccc4)c3)cc(Cl)c2c1	116	90	103	90	99	95	103	108
c1ccc(Nc2nc(-c3ccc4ccccc4c3)c[se]2)cc1	100	87	63	86	84	100	97	89
CCCn1nnnc1N	112	98	96	101	102	107	92	102
CN(C)CCC(C(=O)N(C)C)(c1ccccc1)c1ccccc1	102	105	102	99	106	111	120	101
